Avidin bead fluor – compound fluoresces at 488/530 nm on avidin beads; compound fluorescence 488/530 nm, flow cytometry; stronger effect = higher value; fluorescence (KMESF) at 10 µM; hit rate 0.38% among 220,000; in the data active means fluorescence above about 47; further: inactives centre near 10
Bim-Bcl-XL – inhibitors of Bim-Bcl-XL interaction, human; Bim peptide-Bcl-XL binding, bead flow cytometry, fluorescence; inhibition, % at 10 µM; hit rate 0.04% among 190,000; AID 1007
Target sequence (Q07817 whole entry, looked up): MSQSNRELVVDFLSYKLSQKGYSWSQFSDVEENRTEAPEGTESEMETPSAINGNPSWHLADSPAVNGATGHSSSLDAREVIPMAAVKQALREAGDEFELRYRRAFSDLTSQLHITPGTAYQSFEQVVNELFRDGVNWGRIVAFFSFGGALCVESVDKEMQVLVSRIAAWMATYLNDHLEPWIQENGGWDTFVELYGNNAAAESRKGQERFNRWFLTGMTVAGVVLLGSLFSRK
RGS7-Gao – regulators of human RGS7-Galphao interaction | P09471 | Multiplexed bead flow cytometry, RGS7-Galphao binding; actives lie on both sides | binding response (% of control), % at 10 µM | hit rate 0.35% among 220,000 | AID 1439; in the data active means binding response below about 49% or above about 150%; inconclusive means no clear call, values can overlap the other calls; inactive means in between;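 further: fluorescent Galphao held in activated GDP-AlF4 state binding bead-coupled RGS7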
Target sequence (P09471 whole entry, looked up): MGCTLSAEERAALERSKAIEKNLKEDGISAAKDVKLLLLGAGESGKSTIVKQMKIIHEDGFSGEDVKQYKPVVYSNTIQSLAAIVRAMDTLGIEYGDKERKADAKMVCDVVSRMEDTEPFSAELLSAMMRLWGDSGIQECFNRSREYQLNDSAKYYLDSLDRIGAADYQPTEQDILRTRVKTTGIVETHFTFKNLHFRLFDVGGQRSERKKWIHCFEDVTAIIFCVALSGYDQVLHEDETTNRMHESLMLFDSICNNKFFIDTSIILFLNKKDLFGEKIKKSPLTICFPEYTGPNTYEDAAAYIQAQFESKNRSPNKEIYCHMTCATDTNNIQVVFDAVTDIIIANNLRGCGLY
Bim-Bcl-W – inhibitors of Bim-Bcl-W interaction, human. Q92843. bead-based flow cytometry, Bim peptide-Bcl-W binding. inhibition, % at 10 µM. hit rate 0.02% among 190,000;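 further: 0% = bound tracer without compound and 100% = peptide blocker; higher means less fluorescent Bim peptide bound to Bcl-W beads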
RGS4-Gao reg – modulates binding of RGS4 to human Galphao; Multiplexed bead flow cytometry; actives lie on both sides; AID 1415; P09471; binding response (% of control), % at 10 µM; hit rate 0.33% among 220,000; in the data active means binding response below about 49% or above about 150%; inactive means in between;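 further: fluorescent Galphao activated with aluminum fluoride binding bead-coupled RGS4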
Bim-Bcl-2 – disrupts Bim peptide binding to human Bcl-2 | P10415 | Bead-based flow cytometry, Bim peptide-Bcl-2 binding | inhibition, % at 10 µM | hit rate 0.06% among 190,000 | AID 950; in the data active means inhibition above about 40%; inconclusive means no clear call, values can overlap the other calls;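 further: 0% = no compound wells with probe peptide and 100% = reference peptide inhibitor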
Target sequence (P10415 whole entry, looked up): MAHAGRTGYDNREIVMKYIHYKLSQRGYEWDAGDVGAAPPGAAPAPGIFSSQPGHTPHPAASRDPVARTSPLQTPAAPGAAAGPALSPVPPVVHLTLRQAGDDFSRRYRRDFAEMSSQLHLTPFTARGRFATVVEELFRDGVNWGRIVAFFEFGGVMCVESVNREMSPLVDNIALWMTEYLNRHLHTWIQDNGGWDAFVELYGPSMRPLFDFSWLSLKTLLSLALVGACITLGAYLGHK
ABCG2 block – blocks JC-1 efflux by human ABCG2 transporter. IgMXP3 cells, flow cytometry. hit rate 0.1% among 190,000. AID 1325. inhibition, % at 6.6 µM. Q9UNQ0;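 active means inhibition above 80%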;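 further: 0% = DMSO and 100% = nicardipine control wells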
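Read-out basis: Efflux inhibition in percent versus controls | Test system: ABCG2 IgMXP3 and barcoded ABCB1 CCRF-Adr cell mix | Quantity: 3 million cells/mL in well | Schedule: 10 min at 25 °C | Control set: Nicardipine as high control, DMSO as low control | Reagent: JC-1 as fluorescent efflux pump substrate | Signal: Flow cytometry of retained JC-1 fluorescence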
ABCB1 block – inhibitors of human ABCB1 transporter, ABCG2 counter-screen; inhibition, % at 6.6 µM; AID 1326; hit rate 0.067% among 190,000; P08183; CCRF-Adr cells, JC-1 efflux, flow cytometry; in the data active means inhibition above about 40%;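 further: 0% = vehicle and 100% = reference inhibitor; higher value means more JC-1 retained so stronger ABCB1 efflux block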
Bfl-1 Bim block – human Bim-Bfl-1 interaction inhibition. Q16548. Bead-based flow cytometry, Bim-Bfl-1 binding inhibition. inhibition, % at 10 µM. hit rate 0.12% among 190,000;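 further: 0% = wells without compound plus tracer and 100% = blocker peptide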
GSH bead fluor – compound fluoresces at 488/530 nm on GSH beads; GSH beads flow cytometry, compound fluorescence 488/530 nm; stronger effect = higher value; fluorescence (KMESF) at 10 µM; hit rate 0.25% among 190,000; AID 1776; in the data active means fluorescence above about 89;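 further: glutathione beads carrying GST-tagged Bcl family fusion proteins plus one bare bead set; values are compound well signal with DMSO vehicle wells as background; inactives centre near 16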
Bcl-B Bim block – inhibitors of Bim-Bcl-B interaction, human; bead-based flow cytometry, Bim peptide-Bcl-B binding; inhibition, % at 10 µM; hit rate 0.073% among 190,000;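 further: 0% = tracer peptide without compound and 100% = reference inhibitor peptide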
Target sequence (Q9HD36 whole entry, looked up): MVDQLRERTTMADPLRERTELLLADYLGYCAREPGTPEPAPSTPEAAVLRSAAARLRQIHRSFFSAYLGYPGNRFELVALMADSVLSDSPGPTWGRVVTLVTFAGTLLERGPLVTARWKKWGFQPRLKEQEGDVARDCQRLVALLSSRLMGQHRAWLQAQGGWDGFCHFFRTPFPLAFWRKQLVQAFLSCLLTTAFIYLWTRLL
The depositor's hits bear a star; ? = inconclusive; . = no result given; [ ] = another dose, or the depositor's remark. Unless noted, no stated cut-off is given here; in the data, active means inhibition above about 40%. Hits appear at their usual frequency; any-hit rate near 1.3%.

Start of the data: the first 2 entries, to show the layout:
SMILES | Avidin bead fluor | Bim-Bcl-XL | RGS7-Gao | Bim-Bcl-W | RGS4-Gao reg | Bim-Bcl-2 | ABCG2 block | ABCB1 block | Bfl-1 Bim block | GSH bead fluor | Bcl-B Bim block
C=CCNC(=O)c1ccc2nc(-c3ccccc3)c(-c3ccccc3)nc2c1 | 10 | -1 | 100 | 0 | 99 | 1 | 5 | 0.6 | 2 | 11 | 0
Cc1ccc(C(=O)N/C(=C\c2ccco2)C(=O)NCCCn2ccnc2)cc1C | 11 | -2 | 104 | -5 | 105 | -1 | 1 | 0.2 | -1 | 14 | 0

This part in full, from the start:
SMILES | Avidin bead fluor | Bim-Bcl-XL | RGS7-Gao | Bim-Bcl-W | RGS4-Gao reg | Bim-Bcl-2 | ABCG2 block | ABCB1 block | Bfl-1 Bim block | GSH bead fluor | Bcl-B Bim block
C=CCNC(=O)c1ccc2nc(-c3ccccc3)c(-c3ccccc3)nc2c1 | 10 | -1 | 100 | 0 | 99 | 1 | 5 | 0.6 | 2 | 11 | 0
Cc1ccc(C(=O)N/C(=C\c2ccco2)C(=O)NCCCn2ccnc2)cc1C | 11 | -2 | 104 | -5 | 105 | -1 | 1 | 0.2 | -1 | 14 | 0
COc1cc(NC(=O)CSc2nnnn2-c2ccccc2)cc(OC)c1OC | 6 | -6 | 115 | 5 | 121 | -8 | 16 | -0.1 | -10 | 38 | -6
Nn1c(SCC(=O)N2CCN(S(=O)(=O)c3ccc(Cl)cc3)CC2)nnc1-c1cccs1 | 6 | -11 | 105 | 0 | 103 | -8 | 1 | 0.6 | -12 | 33 | -6
CCOC(=O)c1ccc(N2C(=O)CC(SCC(N)C(=O)OCC)C2=O)cc1 (stereo not given) | 24 | -5 | 100 | -1 | 97 | -2 | 11 | 0.1 | 0 | 21 | 3
O=C(c1ccco1)N1CCN(C(=O)c2ccccc2OC(=O)C23CC4CC(CC(C4)C2)C3)CC1 | 11 | 14 | 99 | 4 | 100 | -2 | 4 | 2.6 | -14 | 53 | -8
COc1cc(NC(=O)c2cccc3c2C(=O)N(Cc2cccnc2)C3)cc(OC)c1OC | 8 | -1 | 102 | 1 | 101 | -7 | 3 | -0.3 | -10 | 19 | -2
O=C(Nc1cccc(S(=O)(=O)N2CCCCC2)c1)c1ccc2c(=O)n3c(nc2c1)CCCCC3 | 15 | -3 | 96 | -3 | 99 | -1 | -1 | 0.8 | 1 | 14 | -2
CN(Cc1ccccc1)C(=O)CN1CCN(C(c2ccccc2)c2ccccc2)CC1 | 9 | -2 | 104 | -2 | 102 | -2 | -8 | 3.7 | -7 | 9 | -3
COc1c(N2CCN(C(=S)Nc3ccccc3)C(C)C2)c(F)cc2c(=O)c(C(=O)O)cn(C3CC3)c12 (stereo not given) | 8 | 0 | 103 | -2 | 105 | 0 | 14 | 1.4 | 0 | 17 | 0
CC(=O)Nc1ccc(S(=O)(=O)NNC(=O)COc2cc(C)ccc2C(C)C)cc1 | 41 | -3 | 102 | -1 | 101 | -6 | 1 | 0.3 | -1 | 12 | -4
Cc1ccc(NC(=O)CCC(=O)NNC(=O)COc2cccc3ccccc23)c(C)c1 | 30 | -2 | 100 | 0 | 98 | -1 | 3 | 0.7 | 0 | 8 | 1
CN(C)S(=O)(=O)c1ccc(C(=O)OCn2nnc3ccccc3c2=O)cc1 | 6 | -2 | 101 | 0 | 102 | -6 | 0 | 0.1 | -13 | 20 | -6
CC(=O)Nc1ccc(CN2CCN(CCc3ccccc3)C(CCO)C2)cc1 (stereo not given) | 6 | -3 | 102 | -2 | 100 | -3 | 2 | 1.3 | -4 | 14 | -1
COc1ccc(NC(=O)C(C)NS(=O)(=O)c2ccc(NC(C)=O)cc2)cc1Cl (stereo not given) | 32 | -11 | 96 | -7 | 103 | -14 | 24 | 1.6 | -13 | 28 | -12
COc1cccc(NC(=O)Nc2ccc(CC(=O)O)cc2)c1 | 12 | -1 | ? | 0 | 101 | 0 | 0 | 0.9 | -3 | 17 | -3
CCN1CCN(C(=O)C2CCN(S(=O)(=O)c3cccc4cccnc34)CC2)CC1 | 13 | -1 | 115 | 0 | 104 | -5 | -6 | -2.5 | -3 | 20 | -5
Cn1c(Cc2ccccc2)nnc1SCC(=O)NCCc1ccccc1 | 4 | -5 | 97 | -4 | 100 | 0 | -2 | 0.2 | -2 | 22 | -6
O=C(OCn1ncc(Cl)c(Cl)c1=O)c1ccc(C(F)(F)F)cc1 | 37 | -1 | 111 | -2 | 103 | -2 | 1 | 0.3 | -1 | 16 | 1
CNC(=O)Nc1ccccc1F | 9 | -4 | 105 | 1 | 106 | -12 | 0 | 0.2 | -11 | 10 | -10
NC(=S)NNc1cc(Cl)cc(Cl)c1 | 4 | -17 | 101 | 0 | 95 | -10 | 1 | 0.0 | -2 | 31 | -13
CC1=NOC(=O)/C1=C\c1ccc(-c2ccc(Br)cc2)o1 | 2 | 0 | 88 | -1 | 99 | 0 | -3 | -1.1 | -4 | 12 | 1
OCc1cn(-c2ccccc2)nc1-c1ccc2c(c1)OCCO2 | 6 | -4 | 94 | 1 | 97 | -3 | 0 | 0.1 | -11 | 19 | -8
COc1cccc(C(=O)Nc2ncc3c(n2)CC(C)CC3=O)c1 (stereo not given) | 14 | 0 | 102 | -1 | 99 | -3 | 6 | 0.2 | 0 | 15 | -2
CC(C)(C)C(=O)NC(=C(Cl)Cl)P(=O)(O)O | 10 | -2 | 100 | -1 | 100 | 0 | 0 | 0.0 | -1 | 6 | 0
O=C(CCCn1c(=S)[nH]c2ccsc2c1=O)NCc1ccco1 | 9 | 0 | 107 | 2 | 104 | 2 | 16 | 1.0 | 4 | 14 | -19
CCn1cnc2c(oc3ccccc32)c1=O | 15 | 2 | 104 | 5 | 92 | 2 | 7 | 1.2 | 5 | 11 | 7
N#Cc1ccc(/C=C/C(=O)c2cccnc2)cc1 | 10 | 0 | ? | 1 | 98 | 0 | 10 | 0.4 | 0 | 10 | -3
CCOc1ccc(CN(C)CC(=O)Nc2cc(OC)c([N+](=O)[O-])cc2C)cc1 | 15 | -4 | 105 | -2 | 105 | -2 | 26 | 26 | 4 | 15 | 1
COC(=O)CC(NC(=O)c1ccco1)c1ccc(C(C)C)cc1 (stereo not given) | 6 | -1 | 99 | 0 | 88 | -2 | . | . | -3 | 17 | -3
N#Cc1cc2c(nc1SCc1ccncc1)CCC2 | 13 | -5 | 111 | -1 | 101 | -2 | 2 | 0.4 | 2 | 10 | -15
CCOc1ccc(C2C(C#N)=C(N)SC(N)=C2C#N)cc1OCC | 23 | -8 | 101 | -5 | 97 | -9 | -1 | -0.3 | -13 | 44 | -13
O=C(CSc1nc(C2CC2)nc2ccccc12)N1c2ccccc2Sc2ccc(C(F)(F)F)cc21 | 6 | -17 | 93 | -7 | 101 | -10 | 1 | 1.2 | -10 | 35 | -8
O=C(c1cnn2c(C(F)(F)F)cc(-c3ccco3)nc12)N1CCc2ccccc2C1 | 6 | -17 | 96 | 0 | 96 | -6 | 15 | 1.6 | -10 | 63 | -9
CCCC(=O)Nc1ccc2c(c1)c1ccccc1n2CC | 2 | -7 | 99 | -7 | 91 | -7 | 14 | 0.6 | -1 | 18 | -11
CCc1ccc(NC(=S)N2CCCCCCC2)cc1 | 23 | -7 | 101 | -4 | 100 | 0 | 1 | -0.5 | -2 | 7 | -7
Cc1cc(C)n(CC(O)Cn2c(C)c(C)c3ccccc32)n1 (stereo not given) | 27 | -1 | 97 | 2 | 98 | -1 | 0 | 0.1 | -7 | 22 | -3
COc1cccc(CNS(=O)(=O)/C=C/c2ccc(OC)c(OC)c2)c1 | 9 | -3 | 110 | 0 | 108 | -4 | 3 | 0.1 | -4 | 25 | -5
CC(C)(C)NC(=O)NC(=O)CN1CCN(c2ncc(C(F)(F)F)cc2Cl)CC1 | . | -11 | . | 5 | . | -6 | 4 | 0.9 | -8 | 41 | -4
Cc1ccc(-c2nn(-c3ccccc3)cc2C=O)o1 | 8 | 0 | ? | 0 | 108 | 0 | 3 | 0.5 | 3 | 15 | 0
CCOC(=O)N1CCN(C(=O)c2cnn3c(C(F)F)cc(-c4ccc(C)cc4)nc23)CC1 | 8 | 0 | 96 | 1 | 100 | -1 | -2 | -0.1 | 0 | 12 | 0
N#CC1=C(N)C(C#N)(C#N)[C@H](c2ccncc2)[C@H]2CN(C(=O)OCc3ccccc3)CC=C12 | 23 | -6 | 100 | -1 | 98 | -4 | 11 | 0.8 | -10 | 31 | -10
O=c1c(Cl)c(N2CCN(S(=O)(=O)c3ccc(F)cc3)CC2)cnn1-c1cccc(Cl)c1 | 12 | -16 | 101 | -4 | 100 | -1 | -1 | -0.2 | -2 | 45 | -3
CCC(OC(=O)c1cc2sccc2n1C)C(=O)NCC1CCCO1 (stereo not given) | 47* | -1 | 161*[activator] | -3 | 190*[activator] | -4 | 2 | 1.1 | -8 | 43 | -10
O=C(OCc1nc2ccc(Cl)cc2n1CCO)c1ccc(O)cc1 | 17 | 0 | 108 | 2 | 107 | -6 | 13 | 0.5 | -16 | 11 | -3
CC(=O)N1C(c2ccccc2)CC(=O)OC1c1ccc2c(c1)OCO2 (stereo not given) | 13 | -6 | 106 | -2 | 109 | 0 | -8 | 0.1 | -5 | 37 | -5
O=C(NNS(=O)(=O)c1ccc(Br)cc1)C1CCCCC1 | 12 | 2 | ? | 0 | 102 | 0 | 6 | 1.7 | -3 | 13 | 0
COc1ccc(F)cc1S(=O)(=O)NC1CC(C)(C)NC(C)(C)C1 | 31 | 0 | 105 | -2 | 105 | -2 | 3 | 0.1 | -12 | 8 | -6
CCN(Cc1ccccc1)C(=O)C1CCN(Cc2ccc(SC)cc2)CC1 | 8 | -1 | 103 | 1 | 108 | -3 | -3 | -0.4 | -5 | 15 | -1
O=C(COC(=O)c1cncc(Br)c1)Nc1ccc2c(c1)OCO2 | 20 | -1 | 91 | 0 | 90 | -1 | 0 | -0.2 | -7 | 15 | -6
COC(=O)c1cc(NC(=O)CN2CCC(C(N)=O)(N3CCCCC3)CC2)cc(C(=O)OC)c1 | 7 | 0 | 99 | -1 | 100 | -4 | 5 | 0.3 | -7 | 30 | 2
COC(=O)c1c(-c2ccc(Br)cc2)noc1N | 13 | -3 | 90 | 3 | 96 | -5 | 18 | 0.4 | -12 | 35 | -8
COCCn1c(=S)[nH]c2cc(OC)c(OC)cc2c1=O | 7 | -5 | 103 | -3 | 97 | -5 | 8 | 0.7 | 0 | 18 | -10
Cc1cc(N)c(C)c([N+](=O)[O-])c1C | 13 | -4 | 90 | -1 | 91 | -6 | 2 | 0.2 | -14 | 11 | -4
Cc1ccc(C(=O)n2c(N)nc3ccccc32)cc1 | 15 | 0 | 107 | 2 | 99 | 3 | 3 | 0.5 | -2 | 23 | -2
CC1(C)CC(=O)c2cc(C(=O)NC3CCSC3=O)c(=O)n(-c3ccc(Cl)cc3)c2C1 (stereo not given) | 4 | -4 | 97 | 0 | 98 | 0 | 13 | 1.9 | 0 | 10 | -7
